TDP-43 yeast inh = rescues yeast growth from TDP-43 toxicity; TDP-43 expressing yeast growth rescue, BacTiter-Glo, 24 h; Potency, µM (top dose mostly 46.1 µM), for inactives: at the top dose growth rescue (activation), hits mostly activators; 1.8% of 410,000 active; AID 652104; note: % of control where 0% means no effect; nearly all actives have a fitted effect of over 50% in size
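Yeast cells expressing TDP-43 under galactose induction are exposed to compounds for 24 hr at 30 deg C. BacTiter-Glo luminescence measures growth, so protective compounds score as activators.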
EPAC2 ag = EPAC2 (human) agonism; EPAC2 activation, biochemical qHTS; response scale: 100% = 6.5 mM cAMP response; 0.079% of 360,000 active; Potency, µM (highest dose often 154 µM), inactives show at the highest dose activation, most hits filed as activators; AID 720711; note: nearly all actives have a fitted effect of over 50% in size
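Compounds were titrated in qHTS against a Rap1B-BODIPY-GDP (250 nM) complex with EPAC2 (100 nM) and GDP (50 uM). BODIPY-GDP release tracked at 480/540 nm over 30 min at room temperature, normalized to 6.5 mM cAMP.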
EPAC1 antag = blocks human EPAC1 exchange factor; EPAC1 GEF assay, Rap1b-BODIPY-GDP exchange fluorescence; Potency, µM (doses to about 115 µM), for the others: at the top dose activity change, negative = inhibition, most hits filed as inhibitors; 0.14% of 360,000 active;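 note: plate controls were vehicle for no effect and positive control for full effect; nearly all actives have a fitted effect of over 50% in size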
Target sequence (O95398 whole entry, looked up): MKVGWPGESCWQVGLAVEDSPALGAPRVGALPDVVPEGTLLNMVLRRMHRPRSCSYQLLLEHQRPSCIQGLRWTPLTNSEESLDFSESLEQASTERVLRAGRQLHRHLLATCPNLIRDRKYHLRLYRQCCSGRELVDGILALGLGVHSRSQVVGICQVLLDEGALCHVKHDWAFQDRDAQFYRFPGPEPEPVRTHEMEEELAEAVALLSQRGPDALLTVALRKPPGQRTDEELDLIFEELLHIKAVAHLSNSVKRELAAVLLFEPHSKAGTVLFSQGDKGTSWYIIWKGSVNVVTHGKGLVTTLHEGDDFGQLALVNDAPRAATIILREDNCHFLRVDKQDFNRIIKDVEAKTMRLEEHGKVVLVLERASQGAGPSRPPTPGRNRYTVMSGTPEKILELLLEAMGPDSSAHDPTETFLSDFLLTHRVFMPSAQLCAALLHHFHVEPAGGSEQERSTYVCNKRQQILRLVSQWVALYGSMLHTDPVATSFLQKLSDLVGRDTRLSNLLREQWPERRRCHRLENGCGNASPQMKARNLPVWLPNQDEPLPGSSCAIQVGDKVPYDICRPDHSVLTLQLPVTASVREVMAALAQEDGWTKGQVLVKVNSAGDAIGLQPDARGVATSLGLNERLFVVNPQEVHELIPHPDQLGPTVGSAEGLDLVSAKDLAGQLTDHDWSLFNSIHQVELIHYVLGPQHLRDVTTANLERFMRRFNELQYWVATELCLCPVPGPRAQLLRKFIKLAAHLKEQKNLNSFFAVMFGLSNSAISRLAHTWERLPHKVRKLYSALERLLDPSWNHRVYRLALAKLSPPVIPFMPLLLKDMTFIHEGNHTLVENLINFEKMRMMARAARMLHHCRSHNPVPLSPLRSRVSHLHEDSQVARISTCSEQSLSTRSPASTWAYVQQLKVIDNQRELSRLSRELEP
PTHR1 ag = PTHR1 (human) receptor agonism; Q03431; HEK293 GP2 PTHR1 cells, GloSensor cAMP luminescence, 1 h; Potency, µM (highest dose often 115 µM), inactives show top-dose activation, hits mostly activators; 0.075% of 410,000 active; note: nearly all actives have a fitted effect of over 55% in size; some results filed as inactive show a strong effect at the top dose; inactives centre near -15; many of its hits are not listed in these tables
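HEK-293-derived GP2 cells expressing PTHR1 and a GloSensor cAMP reporter, 3,000/well, plated overnight, given luciferin plus IBMX (each 0.5 mM as added) for 1 h at 37 °C, then compound for 1 h at 37 °C. Luminescence was read after 15 min at room temperature.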
FUS yeast rescue = suppressors of FUS proteinopathy in yeast; S. cerevisiae FUS-expressing, growth rescue, OD600, 24 h; Potency, µM (titrated, usually from 76.6 µM), for inactives: at the highest dose growth rescue (activation), most hits filed as activators; 0.24% of 390,000 active;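 note: plate controls were DMSO vehicle for no effect and reference control for full effect; nearly all actives have a fitted effect of over 55% in size; some results filed as inactive show a strong effect at the top dose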
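Yeast expressing FUS under galactose induction, OD 0.005 in 2% galactose medium; compounds in a dilution series, 24 h at 30C. Growth rescue by absorbance at 600 nm; CP55940 positive control, DMSO negative.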
EPAC1 agonist = agonists of human EPAC1; Potency, µM (doses to about 154 µM), for inactives: at the top dose activation, hits mostly activators; O95398; 0.073% of 360,000 active; EPAC1 agonist qHTS, biochemical assay; response scale: 100% = response to 6.5 mM cAMP; note: nearly all actives have a fitted effect of over 60% in size
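Multi-concentration qHTS readout: loss of Rap1B-bound BODIPY-GDP fluorescence driven by 100 nM EPAC1 with excess GDP (50 uM), monitored kinetically at room temperature; agonist response expressed relative to 6.5 mM cAMP.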
aSyn rescue = alpha-synuclein toxicity inhibition in yeast. Yeast expressing alpha-synuclein, growth rescue, BacTiter-Glo, 24 h. Potency, µM (series often up to 46.1 µM), without a hit: at the top dose growth rescue (activation), usual class: activators. 0.14% of 370,000 active. AID 652106; note: % of control where 0% means no effect; nearly all actives have a fitted effect of over 65% in size
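Galactose-induced alpha-syn yeast (OD600=0.02, raffinose-pregrown) + pinned cpd, 24 hr, 30 deg C; growth by BacTiter-Glo luminescence. Growth restoration scores as activation.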
EPAC2 antagonist = EPAC2 (human) antagonism. Q8WZA2. EPAC2 GEF exchange of Rap1B-BODIPY-GDP, fluorescence. Potency, µM (titrated, usually from 114 µM), without a hit: at the top dose activity, negative = inhibition, hits mostly inhibitors. 0.18% of 360,000 active; note: % is set by controls: 0 for no effect and ±100 for the full control effect; nearly all actives have a fitted effect of over 45% in size; many of its hits are not listed in these tables
* marks the source's active call; other numbers are inactive results; i = inactive; ? = inconclusive; . = not tested or not shown; & = joins results of further samples; [ ] = dose if it differs, or a comment. Calls come from the whole dose curve; as a rule, active = well fitted curve in the direction sought with a large enough effect; inconclusive = small, poorly fitted or top-dose-only effect, or another doubt; inactive = no such curve, though single readings can be large; an effect the other way counts as inactive or inconclusive. Potency is the fitted concentration of half-maximal effect.

SMILES	TDP-43 yeast inh	EPAC2 ag	EPAC1 antag	PTHR1 ag	FUS yeast rescue	EPAC1 agonist	aSyn rescue	EPAC2 antagonist
Cn1c(-c2ccc(F)cc2)cnc1NCc1ccc(F)cc1	-7%	6%	3%	i	-2%	-1%	-1%	9%
Cc1ccc(C(C)C)c(OCC(=O)OCC(=O)c2c(N)n(C)c(=O)n(C)c2=O)c1	5%	3%	-6%	29%	10%	-13%	8%	-27%
CCOC(=O)c1ccccc1N/C=C1\CCCCC1=O	-17%	8%	-2%	-8%[57.5 µM]	13%	10%	-2%	5%
CC(CC(=O)NCCc1ccc(Cl)cc1)S(=O)(=O)c1ccc2c(c1)NC(=O)CO2 (centres undefined)	-2%	8%	3%	-32%[inhibitor]	-2%	8%	-5%	1%
COc1cccc(CNC(=O)CCC2CCCN(C(=O)CCc3c(C)noc3C)C2)c1 (centres undefined)	.	-6%	-24%	-11%	21%	-15%	4%	6%
CN(CCOc1ccc(Br)cc1)CC(O)COc1ccc(C#N)cc1 (centres undefined)	-18%	-1%	-14%	-74%[inhibitor]	9%	-18%	2%	0%
O=C(O)C1C2C=CC(CC2)C1C(=O)O (centres undefined)	20µM*	5%	-5%	i	?	9%	9%	-7%
O=C(O)C1CC=CCC1C(=O)NC1CCCCC1 (centres undefined)	-9%	5%	15%	i	-2%	7%	0%	9%
CCC(Sc1nccn1C)C(=O)Nc1ccc(Cl)cn1 (centres undefined)	-19%	7%	-8%	-5%	10%	11%	1%	1%
COc1ccc(C(=O)NC(=S)NNC(=O)Cc2cccs2)cc1	10µM*	-11%	1%	-9%[57.5 µM]	15%	-10%	10µM*	2%
O=C(Cn1sc2ccccc2c1=O)Nc1ccc(Br)cc1	?	10%	-18%	-29%	-8%	-10%	2%	-11%
O=C(CSc1ncccn1)NCc1ccc(F)cc1	16µM*	2%	1%	i	9%	0%	-1%	12%

Arranged by the number under FUS yeast rescue (ascending): three of the compounds above.
SMILES	EPAC1 antag	PTHR1 ag	FUS yeast rescue	EPAC1 agonist	EPAC2 antagonist
CC(CC(=O)NCCc1ccc(Cl)cc1)S(=O)(=O)c1ccc2c(c1)NC(=O)CO2 (centres undefined)	3%	-32%[inhibitor]	-2%	8%	1%
Cc1ccc(C(C)C)c(OCC(=O)OCC(=O)c2c(N)n(C)c(=O)n(C)c2=O)c1	-6%	29%	10%	-13%	-27%
CCOC(=O)c1ccccc1N/C=C1\CCCCC1=O	-2%	-8%[57.5 µM]	13%	10%	5%

Other records
SMILES	TDP-43 yeast inh	EPAC2 ag	EPAC1 antag	PTHR1 ag	FUS yeast rescue	EPAC1 agonist	aSyn rescue	EPAC2 antagonist
COC(=O)c1cc(S(=O)(=O)N2CCN(C3CCCCC3)CC2)c[nH]1	-25%	19%	-2%	4%	-15%	-8%	-3%	1%
O=C(N/N=C/c1ccco1)c1ccccc1OCc1ccc(Br)cc1	1%[0.397 µM]	2%	-20%	-44%[inhibitor]	10%	5%	-6%	-16%
CC1CCCN(Cc2c(O)ccc3c(=O)c(-c4nc5ccccc5s4)c(N)oc23)C1 (centres undefined)	4%	-20%	-22%	i	.	-17%	-17%	23%
COc1ccc(/C=N/Nc2nc(C(=O)O)cs2)cc1	23%	-4%	11%	-39%[inhibitor]	17%	-2%	-4%	6%
C[C@H]1CN([C@@H](C)CO)C(=O)CCCn2cc(nn2)CO[C@@H]1CN(C)C(=O)c1ccc(N2CCN(C)CC2)cc1	-1%	7%	2%	-14%	-20%	6%	-1%	-19%
COC(=O)C(NC(=O)c1ccccc1Cl)(Nc1ncc(S(=O)(=O)c2ccc([N+](=O)[O-])cc2)s1)C(F)(F)F (centres undefined)	3%	14%	-27%	-74%[inhibitor]	?	3%	3%	-13%
O=C(c1ccco1)n1nc(-c2ccc(Cl)cc2)nc1NCc1ccco1	-1%	5%	0%	-21%	-7%	-7%	.	-4%
CCc1nnc(NS(=O)(=O)c2ccc(NC(=S)NC(=O)/C=C/c3cccs3)cc2)s1	14%	-12%	35µM*	-55%[inhibitor]	32%	-16%	1%	-22%
CCOC(=O)C1CCCN(C(=O)COC(=O)C2=COCCO2)C1 (centres undefined)	-8%	7%	9%	-7%[57.5 µM]	25%	6%	-1%	-5%
COc1cccc(C(=O)NC(=O)Nc2nc(C)cc(C(F)(F)F)n2)c1	3%	-4%	-9%	i	35%	-1%	0%	-12%
Cc1cc(C)nc(N(C#N)Cc2ccc(Br)cc2)n1	14µM*	15%	-11%	-10%[57.5 µM]	16%	3%	0%	-5%
O=C(NC(=S)Nc1ccc2oc(-c3ccncc3)nc2c1)c1ccccc1F	0%	0%	4%	-47%[inhibitor]	30%	-3%	-3%	22%
Cc1cc(NC(=O)CN2C(=O)NC3(CCCCC3)C2=O)ccc1N1CCCC1	13%	1%	-20%	i	18%	-20%	-3%	13%
CCOC(=O)C1CCN(C(=O)c2ccccc2NC(=O)c2ccc(Cl)cc2)CC1	10%	8%	6%	-11%	.	11%	1%	0%
CN(CC(=O)Nc1ccc(Cl)c(Cl)c1)C(=O)C12CC3CC(CC(C3)C1)C2	22%	2%	-16%	-35%[inhibitor]	.	4%	?	-6%
Cc1ccc(NC(=S)Nc2c(C)n(C)n(-c3ccccc3)c2=O)cc1	11%	12%	12%	6%	?	-6%	-8%	13%
Cc1[nH]c2ccc(C(=O)N3CCN(c4ccccc4Cl)CC3)cc2c1C	20µM*	12%	4%	i	20%	21%	18µM*	-22%
COc1ccc(-n2ncc3c(SCC(=O)OC(C)C)ncnc32)cc1	-9%	3%	-2%	-81%[inhibitor]	-19%	7%	-9%	9%
Cc1cccc(C)c1N/C=C/c1onc(C)c1[N+](=O)[O-]	-7%	-20%	-3%	-4%[57.5 µM]	8%	-8%	1%	37%[activator][57.1 µM]
Cc1ccc(C(=O)NCC(=O)O)o1	0%	3%	-8%	-26%	-47%	13%	0%	4%
CCc1nc2ccc(C(=O)Nc3cc(-c4ccccc4)ccc3OC)cn2c1N(C)Cc1ccc(Cl)cc1	-43%[inhibitor]	7%	-6%	18%	?	10%	-44%[inhibitor]	-3%
CC1CCN(c2oc(-c3ccccc3Cl)nc2C#N)CC1	11%	26%	6%	-13%	7%	8%	-1%	-15%
CCCN1CCN(CCCNC(=S)Nc2ccc3nc(N4CCN(CC)CC4)cc(C)c3c2)CC1	15%	-2%	3%	?	0%	0%	6%	-1%
S=C(NNc1nc(Nc2ccccc2)nc(N2CCCCC2)n1)NC1CCCCC1	-6%[9.22 µM]	-1%	-17%	i	?	-4%	10%	-18%
CCc1nc(NCCN2CCOCC2)c(C#N)c2c1CCCC2	-14%	2%	9%	i	7%	3%	3%	-2%
CN(C)C(CNC(=O)CN1C(=O)NC2(CCc3ccccc32)C1=O)c1ccco1 (centres undefined)	9%	1%	12%	-3%[57.5 µM]	22%	0%	0%	9%[57.1 µM]
CN(C)S(=O)(=O)n1cc(/C=C(\NC(=O)c2ccccc2F)C(=O)N2CCCC2)c2ccccc21	-3%	-1%	16%	-7%	-17%	-10%	0%	1%
O=C(CN1C(=O)NC2(CCCCC2)C1=O)Nc1ccc(N2CCCCC2)cc1	-13%	2%	7%	i	13%	1%	0%	-1%
CC(C)COc1cccc(C(=O)N(C)CC(=O)Nc2cccc3ccccc23)c1	16%	17%	-10%	5%	32%	4%	11%	15%
CCN(CC)S(=O)(=O)c1ccc(S(=O)(=O)N2CCCC(C(=O)NC3CC3)C2)cc1 (centres undefined)	-9%	-4%	-21%	-19%	0%	4%	-5%	2%
COc1ccc(CCNC(=O)CCOc2ccc(C(C)(C)C)cc2)cc1OC	28%	-10%	3%	-8%	33%	7%	5%	-9%
O=C1OC(c2ccccc2)=C/C1=C/N1CCCCC1	-26%	11%	1%	-15%[57.5 µM]	33%	6%	9%	-1%
COC(=O)c1ccc(CNC(=O)C(C)N=C2NS(=O)(=O)c3ccccc32)cc1 (centres undefined)	8%	2%	1%	i	14%	12%	-1%	9%
COc1cc(OC)cc(-c2noc([C@H]3C[C@H](O)[C@@H](CO)O3)n2)c1	10%	3%	-13%	-23%	-16%	5%	-1%	-9%
CCN(CCCNC(=O)COc1cc(=O)n(CC)c2ccccc12)c1ccccc1	17%	-5%	-2%	-39%[inhibitor]	4%	-1%	0%	0%
CCOc1ccccc1N(CC(=O)Nc1ccc2c(c1)OCO2)S(C)(=O)=O	7%	-2%	-4%	i	-2%	4%	-13%	4%
Cc1nn(CC(=O)c2ccccc2Cl)c(C)c1[N+](=O)[O-]	26%	-1%	-6%	-15%	6%	9%	1%	-12%
Fc1ccc2[nH]c3c(Cl)ncnc3c2c1	?	9%	-3%	-22%	-44%	9%	10%	-3%
O=C(Nc1ccc(NC(=O)C2CC2)nc1)c1cnccn1	-16%	13%	-8%	i	-29%	1%	1%	-7%[57.1 µM]
Cc1ccc(N(C(=O)C2CCCO2)C2C=CS(=O)(=O)C2)cc1Cl (centres undefined)	-21%	11%	4%	-4%[57.5 µM]	-19%	3%	-6%	0%
CCN(CC)CCCNC(=O)CCC(=O)NNc1nc2ccccc2c2nc(C)nn12	13%&2%	-1%	-13%	-14%&-9%	-17%	8%	2%	0%
CC(=O)Nc1cccc(NS(=O)(=O)c2ccc3c(c2)CCC(=O)N3)c1	5%	8%	-2%	i	-5%	9%	0%	4%
COc1ccc(C(=O)Nc2ccc(F)cc2F)cc1	22%	13%	-6%	-59%[inhibitor][57.5 µM]	-2%	8%	-17%	-1%
Cc1ncsc1C(=O)NCc1ccc(N2CCCC2=O)cc1	-14%	11%	-1%	-6%	35%	14%	-4%	-3%
CCCCCn1c(CNC(C)=O)nc2ccccc21	4%	6%	0%	i	19%	8%	1%	-1%
Cc1ncoc1C(=O)N1CCCC(C(=O)Nc2cccc(-c3ccc(F)cc3)c2)C1 (centres undefined)	-2%	-8%	-7%	-37%[inhibitor]	.	0%	2%	-8%
COc1ccc(C(=O)/C=C/c2cn(CC(O)CN(CC(C)C)CC(C)C)c3ccccc23)cc1 (centres undefined)	-2%	.	.	i	13%	.	0%	.
CC(C)Oc1ccc(CNC(=O)Cn2c(=O)c3cccn3c3cccnc32)cc1	2%	-12%	-22%	-19%	23%	-17%	9%	42%[activator]
O=C(NCc1ccccc1)C(c1ccncc1)N(C(=O)c1csnn1)C1CC1 (centres undefined)	-10%	-4%	12%	-2%[57.5 µM]	5%	0%	-6%	14%
CC(=O)c1c(C)[nH]c(C(=O)NCc2ccc(Cl)cc2)c1C	10%	-1%	-8%	-39%[inhibitor]	20%	1%	1%	-7%

High-throughput results as filed in PubChem.

Some of the compounds tested, so the mix of outcomes need not match the whole.
